Platelet DG rel: modulates dense granule release in human platelets. human platelet-rich plasma, SFLLRN dense granule ATP release, luminescence. inhibition, %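 (compounds screened at 7.5 µM in platelet-rich plasma)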. 300,000 compounds, 0.22% hits. AID 1663;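 active = mean replicate score, as percent of positive control, at or above 50; inconclusive = mean below 50 but at least one replicate at or above 50; inactive = mean and every replicate below 50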
SKKanGAS inh: inhibitors of SKKanGAS S. pyogenes growth in kanamycin (SK-promoter or general growth effect); 300,000 compounds, 1.3% hits; BacTiter-Glo, 6 h; inhibition, % at 7.5 µM;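 active = mean replicate score, as percent of positive control median, at least 50; inconclusive = mean below 50 but one replicate at or above 50; inactive = mean and every replicate below 50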;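 note: strain carries kanamycin resistance gene driven by streptokinase promoter and grows in 40 µg/ml kanamycin; loss of luminescence reflects streptokinase promoter inhibition or plain growth inhibition; 0% = median of DMSO wells and 100% = positive control at its reference dose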
RGS4 act: potentiators or activators of RGS4; 310,000 compounds, 0.92% hits; HEK293 M3R/inducible RGS4, carbachol calcium flux Fluo4; stronger effect = lower value; B-score at 10 µM;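 active = B-score of the integrated calcium signal more than 4 SD below the library mean, with starting fluorescence not abnormally high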;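 note: negative B-score means reduced calcium response which marks RGS4 activation or potentiation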
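Reagent: ECmax carbachol challenge; Test system: M3R-expressing HEK293 line, RGS4 induced by doxycycline; Schedule: overnight RGS4 induction, 30 min dye load 37 °C, 20 min compound RT; Detection: calcium dye Fluo4 fluorescence; Read-out: Agonist-evoked peak-minus-minimum fluorescence over baseline, integrated ratio, B score.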
MrgX1 allo act: human MrgX1 positive allosteric modulation, primary screen; MrgX1-HEK293, Fluo-4 calcium flux, FDSS; stronger effect = higher value; B-score at 10 µM; 310,000 compounds, 0.63% hits; AID 588675;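 active = plate-corrected calcium response at least 3 library SD above typical, normal starting fluorescence, not activating the receptor alone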;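 note: compound read alongside a low EC10 to EC30 dose of BAM8-22 agonist; peak minus trough fluorescence over baseline measured at the second addition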
Target sequence (Q96LB2 whole entry, looked up): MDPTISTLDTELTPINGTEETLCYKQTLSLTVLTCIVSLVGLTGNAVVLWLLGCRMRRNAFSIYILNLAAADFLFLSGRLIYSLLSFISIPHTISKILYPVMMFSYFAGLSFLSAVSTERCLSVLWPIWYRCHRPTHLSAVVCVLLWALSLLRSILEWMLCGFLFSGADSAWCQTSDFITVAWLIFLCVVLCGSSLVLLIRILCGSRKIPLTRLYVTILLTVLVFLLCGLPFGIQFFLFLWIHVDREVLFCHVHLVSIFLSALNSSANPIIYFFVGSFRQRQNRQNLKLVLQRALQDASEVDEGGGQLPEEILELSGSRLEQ
TRPC6 act: mouse TRPC6 channel activation; 310,000 compounds, 0.13% hits; B-score at 10 µM; Q61143; AID 2550; HEK293-TRPC6 membrane potential dye fluorescence; stronger effect = higher value;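 active = B-score of the integrated fluorescence ratio above library mean plus 3 SD, and starting fluorescence ratio within library mean plus 5 SD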;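 note: higher score means more depolarization so channel activation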
RGS4 block: inhibitors of human RGS4 | P49798 | HEK293 M3R/RGS4 inducible, Fluo-4 calcium flux; stronger effect = higher value; triggered by carbachol at its EC20 | B-score at 10 µM | 310,000 compounds, 0.45% hits;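 active = B-score, a plate-corrected calcium signal, over three deviations above library mean, with baseline fluorescence within five deviations of library mean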;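 note: RGS4 expression induced by doxycycline in cells with stable M3 receptor; B-score is computed from the integrated fluorescence ratio over baseline after carbachol; higher B-score means a larger calcium signal and so more RGS4 inhibition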
Target sequence (P49798 whole entry, looked up): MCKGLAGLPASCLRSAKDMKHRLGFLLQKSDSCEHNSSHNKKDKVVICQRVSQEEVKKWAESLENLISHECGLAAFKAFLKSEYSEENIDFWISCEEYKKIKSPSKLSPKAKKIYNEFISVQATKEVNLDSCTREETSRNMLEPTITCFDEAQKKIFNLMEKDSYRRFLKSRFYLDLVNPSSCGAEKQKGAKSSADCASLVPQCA
TRPC6 inhibitor: mouse TRPC6 channel inhibition; Q61143; HEK293-TRPC6, membrane potential dye, ACh-evoked depolarization; stronger effect = lower value; B-score at 10 µM; 310,000 compounds, 1.1% hits;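 active = B-score under library mean minus 3 SD, initial fluorescence not abnormally high, positive integrated signal ratio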;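 note: B-score derived from integrated fluorescence ratio over the kinetic read; more negative B-score means stronger inhibition of depolarization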
MrgX1 ag: activates human MrgX1 receptor signaling; Q96LB2; MrgX1-HEK293 cells, Fluo-4 calcium fluorescence, agonist mode; stronger effect = higher value; B-score at 10 µM; 310,000 compounds, 0.44% hits; AID 588627;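 active = calcium response B-score plate-corrected fluorescence ratio at least 3 library SD, with starting fluorescence B-score inside 5 SD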
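Assay system: stable human MrgX1 HEK293 cell line. Quantity: 15,000 cells per well. Schedule: cells plated overnight, dye loaded 0.5 h 37 °C, 0.5 h room temperature. Detection: Fluo-4 NW calcium-flux fluorescence, kinetic read. Read-out basis: peak-minus-minimum fluorescence over baseline, converted to B scores. Control set: positive and negative control wells on each plate.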
HIF act: HIF pathway transcriptional activation; U2OS HRE-luciferase reporter, luminescence; normalized: DMSO 0%, desferrioxamine 100%; activation, % at 7.5 µM (by protocol); 300,000 compounds, 0.32% hits; AID 1910;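 active = mean activation of at least 10% of the iron chelator positive control signal, with at least half of replicates also reaching 10%; inconclusive = mean and replicate majority disagree about reaching 10%; inactive = mean and most replicates under 10%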
MrgX1 antagonist: blocks BAM8-22 activation of human MrgX1 receptor. B-score at 10 µM. Q96LB2. 310,000 compounds, 1.3% hits. MRGX1-HEK293 calcium flux, Fluo-4, BAM8-22 antagonism; stronger effect = lower value;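 active = calcium-response B-score plate-corrected more than 3 library SD below zero, starting fluorescence within 5 deviations, no agonist response on first addition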;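 note: peak minus trough fluorescence over baseline after final BAM8-22 challenge near maximal dose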
TRPC4 block: blocks the mouse TRPC4 cation channel; Q9QUQ5; HEK293 TRPC4beta/mu-opioid, DAMGO-evoked Fluo4 calcium flux; stronger effect = lower value; B-score at 10 µM; 300,000 compounds, 0.39% hits;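 active = B-score over 3 SD under the library average, no early fluorescence shift, positive overall ratio signal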
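material = TRPC4beta/mu-opioid receptor HEK293 cell line | probe or stimulus = sequential submaximal and maximal DAMGO stimulation | compound dosing = one concentration per compound | measured by = Fluo4 Ca2+ flux fluorescence | evaluation = integrated fluorescence ratio relative to baseline, converted to per-well B score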
* = called active by the depositor; i = inactive; ? = inconclusive; . = not tested or not shown.

SMILES	Platelet DG rel	SKKanGAS inh	RGS4 act	MrgX1 allo act	TRPC6 act	RGS4 block	TRPC6 inhibitor	MrgX1 ag	HIF act	MrgX1 antagonist	TRPC4 block
Nc1nc(=S)c2ncn(C3CCCC3)c2[nH]1	-15	-2	i	i	i	i	i	i	-46	i	i
Cc1ccc(C(=O)c2c(NC(=O)c3ccccc3C)sc(C)c2C)cc1	-6	7	i	i	i	i	i	i	-0.6	i	i
Cc1cccc(N2C(S)=C(C#N)C(=O)NC23CCCCC3)c1	10	-1	i	i	i	i	i	i	0.1	i	i
CC(C)CCNC(=O)c1ccc(Cl)c(NC(=O)c2ccccc2F)c1	-7	-1	i	i	i	i	i	i	0.3	i	i
Cc1ccccc1NC(=O)C1CC(=O)N(c2ccc3c4c(cccc24)CC3)C1 (centres undefined)	0	1	i	i	i	i	i	i	-0.3	i	i
COc1cc(C2Nc3ccccc3C(=O)N2NS(C)(=O)=O)ccc1O (centres undefined)	17	-10	i	i	i	i	i	i	-0.1	i	i
COC(=O)c1ccc(C2/C(=C(/O)c3ccc(OC)cc3)C(=O)C(=O)N2CC2CCCO2)cc1 (centres undefined)	0	10	i	i	i	i	i	i	0.4	i	i
COc1ccc(-c2nnc(SCC(=O)NC(=O)NCc3ccco3)o2)cc1	4	-4	i	i	i	i	i	i	-1.8	i	i
CCCN(CCC)Cc1c(C(=O)N/N=C/c2cccs2)nnn1-c1nonc1N	15	5	i	i	i	i	i	i	0.0	i	i
O=C(CN(C(=O)c1ccccc1Cl)N1C(=O)CCCC1=O)c1ccc(Cl)cc1	4	.	i	i	i	i	i	i	-0.6	i	i
Clc1ccc(Cn2nc(-c3ccccc3)nc2-c2ccccc2)cc1	-13	10	i	i	i	i	i	i	1.2	i	i
CSc1ccccc1NC(=O)CSc1n[nH]c(N)n1	-3	0	i	i	i	i	i	i	-0.6	i	i
COCCn1c(SCC(=O)Nc2sc(C)c(C)c2C#N)nnc1-c1ccc(OC)cc1	0	8	i	i	i	i	i	i	0.0	i	i
C/C(N)=C(/C#N)C(=O)COC(=O)c1ccc(O)cc1	1	2	i	i	i	i	i	i	-0.2	i	i
OCCNCCSc1ccc(Cl)cc1	11	-2	i	i	i	i	i	i	0.0	i	i
CC1c2c([nH]c3ccccc23)CCC1C(=O)O (centres undefined)	0	-12	i	i	i	i	i	i	-0.3	i	i
COc1cccc(NC(=O)COC(=O)CCOc2ccccc2OC)c1	-3	-5	i	i	i	i	i	i	-0.3	i	i
NC(=O)c1cnn(-c2cccc(Cl)c2)c1N	0	-6	i	i	i	i	i	i	-0.9	i	i
O=C(Cn1c2c(c(-c3ccccc3Cl)cc1=O)CCC2)NCCCN1CCOCC1	1	-2	i	i	i	i	i	i	-0.2	i	i
O=C(COC(=O)[C@H](Cc1c[nH]c2ccccc12)NC(=O)c1cccs1)NCc1ccccc1	-10	9	i	i	i	i	i	i	-0.5	i	i
Brc1cnc2nc[nH]c2c1	-9	-9	i	i	i	i	i	i	-0.6	i	i
COc1ccc(C2(CNS(=O)(=O)c3ccccc3)CCOCC2)cc1	0	2	i	i	i	i	i	i	-1.2	i	i
CS(=O)(=O)c1ccc(C2=C(c3ccccc3)C(=O)OC2)cc1	5	0	i	i	i	i	i	i	0.4	i	i
COC(=O)c1ccc(NC(=S)NCC2CC2)cc1	-2	4	i	i	i	i	i	i	1.1	i	i
CCCCN(CC)CCNC(=O)c1cc2c(=O)[nH]c3ccccc3c2n1C	7	0	i	i	i	i	i	i	-0.5	i	i
O=C(NCC(c1ccco1)N1CCc2ccccc21)c1cccc([N+](=O)[O-])c1 (centres undefined)	-1	4	i	i	i	i	i	i	0.3	i	i
CCOC(=O)[C@@H]1[C@H]2COc3ccc(Br)cc3[C@@H]2N2C(=O)N(c3cccc(Cl)c3)C(=O)[C@]12C	-1	6	i	i	i	i	i	i	-1.4	i	i
CCn1c(CCNC(=O)c2ccccc2Cl)n[nH]c1=S	0	4	i	i	i	i	i	i	-0.2	i	i
CCC(=O)Nc1ccc(Cl)c(NC(=O)c2cccnc2)c1	7	-4	i	i	i	i	i	i	-0.7	i	i
COC(=O)C1(C)NC(c2ccc(F)cc2)C2C(=O)N(c3ccc(C)cc3)C(=O)C21 (centres undefined)	1	6	i	i	i	i	i	i	-1.4	i	i
Cc1cccc(-c2noc(CCC(=O)Nc3ccccc3)n2)c1	-3	-7	i	i	i	i	i	i	0.1	i	i
CN(C(=O)c1cc(-n2cnnc2)ccc1Cl)c1ccccc1	13	2	i	i	i	i	i	i	0.9	i	i
CCOC(=O)c1cc(C)sc1NC(=O)CN1CCN(C(=O)c2ccco2)CC1	5	2	i	i	i	i	i	i	0.0	i	i
Cc1sc2ncnc(-n3nnc4ccccc43)c2c1C	6	-5	i	i	i	i	i	i	-0.3	i	i
CCOC(=O)c1c(C)nc2sc(C(=O)Nc3ccc(C(C)=O)cc3)c(N)c2c1-c1ccc(OC)cc1	4	27	i	i	i	i	i	i	0.1	i	i
COc1ccc(S(=O)(=O)n2nc(C)cc2C)cc1OC	-4	-1	i	i	i	i	i	i	-0.9	i	i
COc1ccc(C(=O)CSc2cc(C)nc3nc(C)nn23)cc1OC	-2	7	i	i	i	i	i	i	2.1	i	i
CCN(CC(=O)NCc1ccccc1Cl)CC(=O)Nc1c(F)cccc1F	-12	-14	i	i	i	i	i	i	-0.5	i	i
O=S1(=O)CCN(Cc2cccc(C(F)(F)F)c2)CC1	7	-18	i	i	i	i	i	i	-0.5	i	i
Nc1nc(CSCc2ccccc2)nc(N2CCOCC2)n1	1	-1	i	i	i	i	i	i	1.3	i	i
CN(Cc1cccc(C(F)(F)F)c1)C(=O)C1CCC(=O)N(CC2CCCCC2)C1 (centres undefined)	-1	-6	i	i	i	i	i	i	?	i	i
COc1cc(/C=N/NC(=O)c2cc(-c3cccn3C)n[nH]2)cc(OC)c1OC	-9	63*	i	i	i	i	i	i	7.3	i	i
CCOC(=O)c1sc(NC(=O)CCCn2nc([N+](=O)[O-])c(Cl)c2C)c(C(=O)OCC)c1C	11	10	i	i	i	i	i	i	-0.4	i	i
CC(=O)c1ccc(NC(=O)CCNC(=O)c2ccc(Cl)cc2)cc1	-3	-7	i	i	i	i	i	i	-3.2	i	i
Cc1ccc(NCc2nnc(SCC(=O)NCCc3ccccc3)n2C)cc1	0	-3	i	.	i	i	i	.	-0.4	.	i
CN1CCN(C(=O)C2C3C=CC(C3)C2C(=O)O)CC1 (centres undefined)	13	4	i	i	i	i	i	i	-0.8	i	i
CCn1nc(C)c(NS(=O)(=O)c2ccc(C)cc2)c1C	6	-4	i	i	i	i	i	i	-0.1	i	i
CC1CCc2c(sc(Nc3nc4c(F)cccc4s3)c2C(N)=O)C1 (centres undefined)	0	3	i	i	i	i	i	i	0.3	i	i
COc1ccc2[nH]cc(S(=O)(=O)c3ccc(C(C)C)cc3)c(=O)c2c1	-17	-13	i	i	i	i	i	i	-19	i	i
O=C(CSc1nnc(-c2cnccn2)n1Cc1ccco1)c1ccc2ccccc2c1	0	1	i	i	i	i	i	i	-0.3	i	i
CC1(C)CC(NC(=O)C2CCN(S(=O)(=O)c3ccc(F)cc3)CC2)CC(C)(C)N1	0	0	i	i	i	i	i	i	-0.3	i	i
O=C(OCC(=O)N1CCN(C(=O)c2ccco2)CC1)c1cccc(S(=O)(=O)N2CCc3ccccc32)c1	6	3	i	i	i	i	i	i	-0.2	i	i
CCc1ccc(NS(=O)(=O)c2cc3[nH]c(=O)c(=O)[nH]c3cc2C)cc1	-6	-12	i	i	i	i	i	i	-0.1	i	i
O=C(Cn1c(=O)c2sccc2n(Cc2cccc([N+](=O)[O-])c2)c1=O)NCCc1ccccc1	-12	-16	i	i	i	i	i	i	-0.3	i	i
NS(=O)(=O)c1ccc(NC(=O)COC(=O)C2CC(=O)N(Cc3ccccc3)C2)cc1 (centres undefined)	6	-1	i	i	i	i	i	i	0.9	i	i
CCOC(=O)C1=C(c2ccccc2)O/C(=C(/C#N)C(F)(F)F)S1	4	10	i	i	i	i	i	i	3.2	i	i
O=[N+]([O-])c1cc(C(F)(F)F)cc([N+](=O)[O-])c1NCCCNc1ccc([N+](=O)[O-])c2cccnc12	-3	3	i	i	i	i	i	i	-0.1	i	i
COc1cc(NC(=O)CCN2CCN(CCO)CC2)cc(OC)c1	-4	3	i	i	i	i	i	i	0.4	i	i
O=C(Nc1nnc(C2CC2)s1)C1CCCO1 (centres undefined)	0	0	i	i	i	i	i	i	0.4	i	i
CCOc1ccc2c(c1)nc(NCCCO)n2Cc1ccccc1	-2	-7	i	i	i	i	i	i	0.6	i	i
The listing continues:
SMILES	Platelet DG rel	SKKanGAS inh	RGS4 act	MrgX1 allo act	TRPC6 act	RGS4 block	TRPC6 inhibitor	MrgX1 ag	HIF act	MrgX1 antagonist	TRPC4 block
COc1ccc(C(=O)NCCSc2ccccn2)cc1	1	0	i	i	i	i	i	i	-1.1	i	i
C/C(=N\NC(=O)CCn1nnc2ccccc21)c1cccs1	-26	-11	i	i	i	i	i	i	-0.6	i	i
Cc1ccc(/C=C/C(=O)N(Cc2cccs2)C2CCS(=O)(=O)C2)cc1 (centres undefined)	-4	10	i	i	i	i	i	i	0.1	i	i
O=c1c2ccccc2nc(CSc2nnnn2-c2ccccc2)n1-c1ccccc1Cl	-11	2	i	i	i	i	i	i	-1.1	i	i
O=C1/C(=C\c2ccco2)SC(=S)N1C1CCCCC1	-3	0	i	i	i	i	i	i	-0.8	i	i
COc1ccc(NC(=O)COc2nsnc2N2CCCCC2)cc1	10	0	i	i	i	i	i	i	-0.1	i	i
NS(=O)(=O)c1ccc(CCNC(=O)C2CCN(S(=O)(=O)c3ccc(Br)s3)CC2)cc1	5	-6	i	i	i	i	i	i	0.1	i	i

Source: PubChem BioAssay (several laboratories)
